# Screens: PubChem BioAssay, several laboratories
# ssDAF12 agonist: S. stercoralis DAF-12 activation, primary screen. HEK293 ssDAF-12/GRIP1 lit1-tk-luc reporter, luminescence; % of 3 µM dafachronic acid response. activation, % at 6.8 µM. hit rate 1% among 370,000;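 active = activation above the mean over all tested compounds plus 3 SD, cut at about 0.9% in these data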;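 note: 0% = DMSO-only wells and 100% = 3 µM delta7-dafachronic acid wells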
# hcDAF-12 act: activates DAF-12 receptor from parasite H. contortus; HEK293 hcDAF-12 lit1-tk-luc reporter, luminescence; 0% DMSO, 100% Δ7-dafachronic acid; activation, % at 6.8 µM; hit rate 1.4% among 370,000;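 active = activation above the mean of all tested compounds plus 3 SD, cut at about 5.5% in these data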;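 note: 100% = response to 3 µM Δ7-dafachronic acid high control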
# PLCb3 inh: PLC-beta3 (human) inhibition, primary screen; Q01970; Purified PLC-beta3, fluorogenic substrate, fluorescence; inhibition, % at 12.2 µM; hit rate 0.18% among 370,000; AID 720704; in the data active = inhibition above about 11%;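 note: 0% = median of compound wells on plate and 100% = full blocker control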
# PG9 binder: small molecules binding HIV-1 gp120 antibody PG9. TR-FRET gp120-PG9 antibody binding. inhibition, % at 6.7 µM. AID 624416. hit rate 0.43% among 360,000; in the data active = inhibition above about 8.5%
# SMARCA2 activ: increases SMARCA2 function in MMTV reporter cells; MG213 cells, MMTV-luciferase reporter, dexamethasone, overnight; activation, % at 9.1 µM; hit rate 1% among 370,000; AID 652017; in the data active = activation above about 7.8%;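 note: 0% = vehicle wells and 100% = reference activator wells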
# Rev-erbA mod: modulates human Rev-erb alpha binding to DNA; activity, % at 10 µM; AID 1259318; Rev-erbα–FITC-DNA binding, fluorescence polarization, 90 min; P20393; hit rate 0.79% among 370,000;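 active = activity above about 14%, limit read from the data; passing the limit was not always enough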;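 note: 0% = DMSO wells with 35 nM protein and 100% = DMSO wells with 750 nM protein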
# DAX1 inh-1: inhibitors of DAX1 repression of SF-1 activated StAR promoter; HEK293T StAR-luciferase reporter, SF-1/DAX-1 repression relief; inhibition, % at 6.8 µM; hit rate 1.1% among 370,000; AID 652010;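 active = inhibition above the mean over all tested compounds plus 3 SD, cut at about 3.6% in these data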;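 note: 0% = DAX-1 cells with DMSO and 100% = cells lacking DAX-1 with DMSO; higher inhibition means more luminescence from relief of DAX-1 repression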
# DAX1 inh-2: NR0B1 (DAX1) inhibition; P51843; HEK293 Gal4-DAX1 luciferase reporter, luminescence; inhibition, % at 6.75 µM; hit rate 0.99% among 340,000; AID 504766;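 active = inhibition above the mean over all tested compounds plus 3 SD, cut at about 4.2% in these data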;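 note: 0% = DAX1-transfected cells with DMSO and 100% = empty-vector control cells with DMSO; inhibition shows as a rise in luminescence from relieved DAX1 repression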
# Target sequence (P51843 207-470 limits assumed): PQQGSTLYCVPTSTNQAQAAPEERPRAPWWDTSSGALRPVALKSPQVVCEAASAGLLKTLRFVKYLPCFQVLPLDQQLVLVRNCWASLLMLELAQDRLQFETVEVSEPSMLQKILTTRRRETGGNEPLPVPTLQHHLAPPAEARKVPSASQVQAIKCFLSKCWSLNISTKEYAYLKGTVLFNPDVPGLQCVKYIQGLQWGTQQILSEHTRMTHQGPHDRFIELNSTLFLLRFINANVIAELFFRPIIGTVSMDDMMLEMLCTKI
# sPLA2-III inh: Inhibits HGIII-sPLA2 liposome hydrolysis, primary screen. Q9NZ20. QFRET BODIPY PC-A2 liposome hydrolysis, fluorescence. inhibition, % at 12.2 µM. hit rate 0.56% among 370,000. AID 743126;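 active = inhibition above mean plus 3 SD of compounds lying within the high and low control bounds, cut at about 19% in these data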;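 note: 0% = median of test compound wells and 100% = no enzyme DMSO wells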
# Target sequence (Q9NZ20 whole entry, looked up): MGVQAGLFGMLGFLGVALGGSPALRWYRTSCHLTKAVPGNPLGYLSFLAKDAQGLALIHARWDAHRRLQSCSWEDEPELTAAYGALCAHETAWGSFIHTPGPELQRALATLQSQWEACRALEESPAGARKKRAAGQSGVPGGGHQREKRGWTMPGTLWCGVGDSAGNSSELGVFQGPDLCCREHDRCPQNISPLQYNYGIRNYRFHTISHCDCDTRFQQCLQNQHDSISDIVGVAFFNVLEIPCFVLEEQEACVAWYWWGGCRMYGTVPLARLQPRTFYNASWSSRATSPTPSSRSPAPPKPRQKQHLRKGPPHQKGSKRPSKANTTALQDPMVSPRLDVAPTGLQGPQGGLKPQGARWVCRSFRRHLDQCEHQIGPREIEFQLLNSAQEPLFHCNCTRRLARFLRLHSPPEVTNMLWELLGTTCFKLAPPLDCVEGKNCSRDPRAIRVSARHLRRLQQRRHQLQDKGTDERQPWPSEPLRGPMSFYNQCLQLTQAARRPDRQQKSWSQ
# hgDAF12 agonist: hgDAF-12 agonism, primary luciferase screen | HEK293 GAL4-hgDAF12 UAS-luciferase reporter, agonist luminescence; normalized to butyrate control | activation, % at 6.8 µM | hit rate 1.8% among 370,000 | AID 687014;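 active = activation above a cutoff set at the mean of all screened compounds plus 3 SD, cut at about 10% in these data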;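 note: 0% = DMSO wells and 100% = sodium butyrate wells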
# GAA850 FXN act: activators of GAA850 frataxin (FXN) promoter; HEK293 lucGAA850 FXN promoter luciferase reporter, 24 h; percent of 10 µM SAHA response; activation, % at 6 µM; hit rate 0.56% among 360,000; AID 540364;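 active = activation above the average of all compounds screened plus 3 SD, cutoff fixed separately per campaign, cut at about 7.5% in these data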;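 note: 0% = DMSO wells and 100% = 10 µM SAHA wells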
# * hit, by the source's call; . = no result given. Compounds as they come, and some 7% of all compounds hit somewhere here.
mol,ssDAF12 agonist,hcDAF-12 act,PLCb3 inh,PG9 binder,SMARCA2 activ,Rev-erbA mod,DAX1 inh-1,DAX1 inh-2,sPLA2-III inh,hgDAF12 agonist,GAA850 FXN act
O=C(NCC(=O)N1CCN(S(=O)(=O)c2ccccc2F)CC1)c1ccc(Br)o1,-1.4,2.5,-5,-0.6,-1,2,-0.3,-0.1,0,-2.2,0.9
CC1CCN(C(=O)CSc2nnc(Cc3cccn3C)n2-c2ccc(F)cc2)CC1,-1.0,4.1,-12,0.7,-1,0,-0.1,2.0,-21,-0.1,0.9
Cc1nnc(SCC(=O)NC2CCC(C)CC2)s1 (stereo not given),-0.8,-0.4,-4,0.1,-1,0,0.1,0.3,-1,0.1,0.5
Clc1ccc(-c2nc(NCCN3CCOCC3)c3ccccc3n2)cc1,-1.2,0.8,-4,-0.5,2,2,0.3,2.0,-21,4.0,4.8
Cc1cc(C(=O)Nc2ccc(Nc3ccccc3)cc2)ccc1[N+](=O)[O-],-0.9,-1.6,-1,-1.1,3,3,-0.4,-1.3,7,2.2,1.3
CCOC(=O)c1sc(=S)n(-c2ccc(OC)cc2)c1N,-0.3,0.2,-6,0.2,-2,2,-0.4,.,25*,-0.9,-1.6
Cc1ccc(NC(=O)CN2C(=O)CCSc3ccc(S(=O)(=O)N4CCCC4)cc32)cc1,-1.4,-1.3,-4,-2.0,-1,-1,-0.1,0.5,-1,1.2,2.9
CCC(=O)c1ccc(OCC(=O)OCC(=O)Nc2c(C)n(C)n(-c3ccccc3)c2=O)cc1,-1.2,-0.3,-2,0.3,-1,-2,-0.5,0.4,6,0.8,0.8
CC(=O)c1cccc(NC(=O)CCN2C(=O)C3CC=CCC3C2=O)c1 (stereo not given),-1.3,-1.4,-9,-0.2,-3,-10,1.2,0.2,8,2.8,-1.1
COCCN1C(=O)c2oc3c(C)cc(C)cc3c(=O)c2C1c1cccc(O)c1 (stereo not given),-0.9,-1.8,-3,-0.6,-1,0,0.7,-0.8,-10,-0.7,-2.2
CCOc1cc(/C=C2/N=C(C)C(C(=O)OC)=C2O)ccc1O,-1.6,-1.4,-20,-22,-1,.,-0.1,1.6,-6,-0.4,-0.7
O=C(Cn1c(=S)[nH]c2ccccc2c1=O)N1CCN(c2ccc(F)cc2)CC1,-1.7,-2.1,-6,11*,-1,9,-0.2,-1.2,7,-3.0,0.3
CC1(C)CC(=O)C=C(c2ccc(COC(=O)c3ccccc3)cc2)C1=O,-0.5,2.6,-4,-1.2,-1,4,3.9*,2.1,-4,11*,2.2
CC(C)C(=O)Nc1ccc(Sc2ccc(F)cc2)cc1,-1.5,-1.2,3,2.3,-1,4,-1.1,0.2,-6,-4.1,5.6
Cn1c(=O)c2c(SCC(=O)N3CCOCC3)nc(-c3ccccc3Cl)nc2n(C)c1=O,-0.7,-1.6,-7,-0.8,-2,6,0.4,0.3,2,0.5,2.6
COC(=O)c1ccc(N(C(=O)CNC(=O)c2ccco2)C(C(=O)NC2CCCC2)c2ccco2)cc1 (stereo not given),-1.3,-1.1,3,1.5,-3,-1,-0.1,2.0,2,0.1,-0.6
COc1ccccc1-n1nnnc1SCC(=O)NC1CC1,-1.2,-0.4,-8,-1.5,-2,-1,0.0,-0.7,10,0.8,-1.0
COc1ccc(-c2csc3ncnc(N4CCN(c5ccccc5)CC4)c23)cc1,-1.2,-2.0,-7,1.2,-3,-1,0.2,2.5,7,-0.5,2.7
COc1ccc(-c2noc(-c3ccccc3C(=O)NCc3ccco3)n2)cc1OC,-1.4,-0.2,1,-1.7,-1,-3,-1.7,-1.4,-4,-2.3,1.4
COc1ccc(/C=C2\SC(=O)N(CC(=O)Nc3cccc(C)c3)C2=O)cc1O,-1.1,-0.4,-8,-1.0,-1,0,-0.4,-0.8,-15,-2.8,0.1

# A few values from the list.
# ssDAF12 agonist result of O=C(Cn1c(=S)[nH]c2ccccc2c1=O)N1CCN(c2ccc(F)cc2)CC1 stands at -1.7
# DAX1 inh-2 result of Cc1ccc(NC(=O)CN2C(=O)CCSc3ccc(S(=O)(=O)N4CCCC4)cc32)cc1 stands at 0.5

# (next part)
mol,ssDAF12 agonist,hcDAF-12 act,PLCb3 inh,PG9 binder,SMARCA2 activ,Rev-erbA mod,DAX1 inh-1,DAX1 inh-2,sPLA2-III inh,hgDAF12 agonist,GAA850 FXN act
COc1ccc(C(CC(=O)O)NC(=O)c2sc3ccccc3c2Cl)cc1 (stereo not given),-1.4,-0.6,-2,7.0,2,1,0.1,-0.4,-8,-1.1,1.0
CCC(Oc1ccccc1C)C(=O)Nc1ccc(S(=O)(=O)Nc2cc(C)on2)cc1 (stereo not given),-1.0,0.5,-11,3.1,0,-1,-0.2,-0.8,-34,-2.6,-0.6
CCOc1ccc(-n2c(O)c(/C=N/c3ccnn3Cc3ccncc3)c3ccccc3c2=O)cc1,-2.0,-1.4,-24,-0.6,1,0,2.0,-1.2,-4,-1.4,1.6
CCN(CCNC(=O)C1CCN(Cc2nc(-c3cccc(Cl)c3)oc2C)CC1)c1ccccc1,-1.3,-0.3,-1,-0.2,-5,4,-0.5,0.0,-14,-0.4,-3.9
CC(C)[C@H](NC(=O)c1ccccc1)C(=O)Nc1ccc2c(c1)OCO2,-0.2,1.3,-8,-1.6,2,6,0.7,2.5,-4,1.4,0.3
O=C(C1CCC1)N1CCN(c2ccccc2)CC1,-0.2,-0.1,1,0.1,0,11,0.3,0.6,1,1.9,1.3
Cn1c(=O)c2c(nc(N3CCN(Cc4ccccc4)CC3)n2CC(=O)c2ccccc2)n(C)c1=O,-1.0,-0.6,-3,1.6,-4,9,0.4,0.1,4,-1.6,-2.4
S=c1[nH]nc(-c2ccco2)n1/N=C/c1c(Cl)cccc1Cl,-0.2,-2.8,-10,-1.8,2,-7,-0.6,-0.6,1,3.5,0.6
COc1ccc(S(=O)(=O)N2CCC(C(=O)N(CC(C)C)C3CCS(=O)(=O)C3)CC2)cc1OC (stereo not given),-1.4,0.3,-4,0.4,4,4,3.4,1.6,1,0.3,-1.0
Cc1cc(Cl)ccc1NNC(N)=S,-0.9,0.3,-5,-2.0,-1,-1,-0.6,2.2,15,2.0,0.3
CC(C)CN(C(=O)COc1ccccc1C(=O)NCc1ccccc1)C1CCS(=O)(=O)C1 (stereo not given),-1.3,1.8,-1,0.3,-2,11,0.0,-0.2,8,-1.3,0.5
C=CCNC(=O)Nc1cc(Cl)ccc1OC,-1.9,-0.4,6,-2.5,0,3,-0.1,1.4,0,1.0,-0.1
COc1ccc(/C=C/C(=O)Nc2ccc(-n3nncc3-c3ccc(OC)c(OC)c3)cc2)cc1OC,-2.8,-7.2,-120,-0.6,3,1,-1.7,-2.3,2,-3.8,8.9*
CN1CCc2ccccc2Cc2[nH]c3ccccc3c2CC1,0.3,5.4,-77,-1.9,6,2,-0.5,0.6,-2,-1.9,0.8
O=C(NCc1cccc(C(F)(F)F)c1)c1ccc[nH]1,-1.4,-0.6,-2,-2.6,3,-10,-0.1,0.2,2,3.6,0.9
COc1cccc(C(=O)Oc2ccc3c(C)cc(=O)oc3c2C(C)=O)c1,-1.2,3.5,-16,-0.1,1,-2,-0.1,1.3,-2,-0.2,-0.7
CCOc1ccc(NC(=O)CCc2ccc(C)o2)cc1,-1.7,0.6,-9,-0.5,2,-2,1.1,-0.2,-13,5.8,2.4
CC(C)c1ccc(CC(=O)N2CCC2(C)C(=O)NS(=O)(=O)c2cccc(C#N)c2)cc1 (stereo not given),-1.0,-0.3,-3,0.7,-5,-1,-1.1,.,8,-0.8,0.6
Cc1noc(C)c1NC(=O)N(C)C[C@@H]1OCc2cn(nn2)CCCC(=O)N([C@@H](C)CO)C[C@H]1C,-0.4,0.2,1,-0.6,0,1,1.1,.,7,0.1,.
COc1cccc(N2CCN(C(=O)c3[nH]c(C)c(C(C)=O)c3C)CC2)c1,-0.7,-0.2,-3,1.3,-1,-3,-2.5,-2.9,9,2.7,-4.0

mol,ssDAF12 agonist,hcDAF-12 act,PLCb3 inh,PG9 binder,SMARCA2 activ,Rev-erbA mod,DAX1 inh-1,DAX1 inh-2,sPLA2-III inh,hgDAF12 agonist,GAA850 FXN act
COc1ccc(C(=O)NC(=S)Nc2nc(C)cc(C)n2)cc1Br,-1.1,-1.5,0,0.0,1,0,-0.2,.,-1,3.2,1.8
CCCn1cc(CN2CCC(n3nccc3NC(=O)C(OC)c3ccccc3)CC2)c(C)n1 (stereo not given),-1.5,2.6,-3,-1.9,0,4,0.1,-0.4,3,-0.4,0.0
O=C(c1ccccc1)C1C(=O)c2ccccc2C1=O,-0.8,1.3,0,2.5,-1,1,0.4,0.2,2,-1.1,1.0
COc1cc(C2C(C(=O)c3ccc(C)o3)=C(O)C(=O)N2CCc2ccccc2)ccc1O (stereo not given),-0.4,0.0,-8,3.3,-3,-2,-0.3,-0.5,-6,0.0,-0.9
NC(=O)NOCc1ccc(F)cc1Cl,-1.3,-1.7,-4,0.6,1,5,0.3,.,9,0.9,2.1

# Among those listed so far, six have a furan ring, fused or not:
mol,ssDAF12 agonist,hcDAF-12 act,PLCb3 inh,PG9 binder,SMARCA2 activ,Rev-erbA mod,DAX1 inh-1,DAX1 inh-2,sPLA2-III inh,hgDAF12 agonist,GAA850 FXN act
O=C(NCC(=O)N1CCN(S(=O)(=O)c2ccccc2F)CC1)c1ccc(Br)o1,-1.4,2.5,-5,-0.6,-1,2,-0.3,-0.1,0,-2.2,0.9
COC(=O)c1ccc(N(C(=O)CNC(=O)c2ccco2)C(C(=O)NC2CCCC2)c2ccco2)cc1 (stereo not given),-1.3,-1.1,3,1.5,-3,-1,-0.1,2.0,2,0.1,-0.6
COc1ccc(-c2noc(-c3ccccc3C(=O)NCc3ccco3)n2)cc1OC,-1.4,-0.2,1,-1.7,-1,-3,-1.7,-1.4,-4,-2.3,1.4
S=c1[nH]nc(-c2ccco2)n1/N=C/c1c(Cl)cccc1Cl,-0.2,-2.8,-10,-1.8,2,-7,-0.6,-0.6,1,3.5,0.6
CCOc1ccc(NC(=O)CCc2ccc(C)o2)cc1,-1.7,0.6,-9,-0.5,2,-2,1.1,-0.2,-13,5.8,2.4
COc1cc(C2C(C(=O)c3ccc(C)o3)=C(O)C(=O)N2CCc2ccccc2)ccc1O (stereo not given),-0.4,0.0,-8,3.3,-3,-2,-0.3,-0.5,-6,0.0,-0.9
